Source: PubChem BioAssay
S100A4 MyoIIA = inhibitors of S100A4-myosin IIA peptide binding, primary screen, biochemical, fluorescence polarization, TAMRA-MyoIIA peptide | Protein S100-A4 (Homo sapiens), P26447 | AID 652163, 2013 | inhibition, % at 10.7 µM | actives 0.14% (n = 360,000);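 active = mean inhibition of at least 70% across replicates, with every replicate also reaching that level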
Target sequence (P26447 whole entry, looked up): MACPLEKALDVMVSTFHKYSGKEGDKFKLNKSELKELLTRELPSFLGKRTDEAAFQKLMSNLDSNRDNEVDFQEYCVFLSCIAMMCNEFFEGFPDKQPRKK
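Material: human S100A4 monomer with TAMRA-labelled myosin IIA peptide; buffer or medium: HEPES pH 7.2 with CaCl2, KCl, NaCl, DTT, Triton; compound dosing: one concentration per compound; schedule: 5 min incubation before reading; benchmarks: neutral control DMSO, positive control TFP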
ERAP1 inh = human ERAP1 aminopeptidase inhibitors, primary screen, biochemical, single point, plate reader; Endoplasmic reticulum aminopeptidase 1 (Homo sapiens), Q9NZ08; recombinant ERAP1, Leu-AMC fluorescence, 60 min; inhibition, % at 10.7 µM; actives 0.15% (n = 340,000);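 active = mean replicate inhibition of at least 30%, or all replicates individually reaching that 30% level; inactive = mean below 30% and not every replicate reaching it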;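 note: 0% = neutral control wells and 100% = L-leucinethiol positive control wells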
XiGFP reactiv = activators of inactive X chromosome reactivation, primary screen, imaging, XiGFP fibroblasts, GFP high-content imaging, set 2; XiGFP mouse fibroblasts, % GFP-positive cells imaging, 3 d; cells co-treated with 5-aza-dC sensitizer; scaled so ellipticine positive control = 100%; activation, % at 7.58 µM; actives 0.055% (n = 360,000);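 active = mean normalized replicate activation at least 10% and every replicate at or above 10%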;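 note: 0% = median of on-plate neutral control wells and 100% = ellipticine 6 µM median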
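System: 68-5-11 XiGFP fibroblast line; Timing: 3 days compound exposure; Compound dosing: one concentration, pinned; Benchmarks: positive control ellipticine, 6 µM final; Buffer or medium: DMEM containing 5-aza-dC.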
Cneo AK release = Cryptococcus neoformans cell lysis inducers, primary screen, AK release luminescence, single concentration | C. neoformans lysis, adenylate kinase release luminescence, 4 h; normalised: neutral wells 0, clomiphene wells 100 | actives 0.2% (n = 360,000) | lysis activity, % at 15 µM;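 active = mean lysis activity across replicates of at least 80%, whatever share of replicates individually reach that level; inactive = mean lysis activity below 80%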
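Test system: log-phase Cryptococcus neoformans yeast cells. Input: 5 × 10^6 yeast cells/mL. Medium: fresh YPD growth medium. Doses: single dose. Incubation: static 4 h at 37 °C with compound, 1 h detection. Measured by: luminescent adenylate kinase detection reagent. Read-out: signal increase indicating cell lysis. Benchmarks: Clomiphene.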
PGC1a acetyl inh = inhibitors of PGC1a acetylation signal, primary screen, cell-based, U2OS, AlphaScreen, inhibitor mode. AlphaScreen anti-acetyl-lysine; with virally co-expressed GCN5 acetyltransferase. inhibition, % at 15.6 µM. actives 0.17% (n = 350,000);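 active = every replicate shows inhibition of at least 40%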;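 note: 0% = neutral control wells and 100% = positive control wells; some results beyond the cut were filed as inactive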
LGR2 inh = inhibitors of bursicon-induced LGR2 CRE-luciferase signal, primary screen, cell-based, HEK293, CRE-luciferase reporter, bursicon stimulation; inhibition, % at 9.99 µM; Drosophila bursicon receptor LGR2 (rickets); actives 0.35% (n = 380,000); bursicon-stimulated, 4 h;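 active = drop in luminescence signal, shown as inhibition above about 50% in the replicate tests, limit read from the data, passing the limit was not always enough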;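 note: agonist challenge used bursicon conditioned medium at about half maximal strength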
SIRT5 inh = SIRT5 desuccinylase inhibitors, primary screen, biochemical, fluorescence imaging, single point, set 5 | Purified SirT5, succinyl-peptide AMC, trypsin-coupled fluorescence | actives 1.1% (n = 330,000) | inhibition, % at 15 µM | NAD-dependent protein deacylase sirtuin-5, mitochondrial (Homo sapiens), Q9NXA8 | AID 652115, 2013; in the data active = inhibition above about 15%
Target sequence (Q9NXA8 whole entry, looked up): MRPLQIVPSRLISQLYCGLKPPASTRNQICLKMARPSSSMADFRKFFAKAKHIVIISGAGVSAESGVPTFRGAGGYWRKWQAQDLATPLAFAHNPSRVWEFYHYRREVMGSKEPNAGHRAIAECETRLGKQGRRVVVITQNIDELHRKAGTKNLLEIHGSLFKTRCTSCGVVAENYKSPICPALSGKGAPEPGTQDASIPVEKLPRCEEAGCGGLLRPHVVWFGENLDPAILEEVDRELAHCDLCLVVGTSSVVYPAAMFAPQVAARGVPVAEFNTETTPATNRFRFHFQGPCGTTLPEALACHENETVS
C2C12 statin = suppressors of statin myotoxicity in C2C12 myotubes, primary screen, cell-based, single point, plate reader; C2C12 myotubes + simvastatin, ATP luminescence, 48 h; scaled: DMSO 0, geranylgeraniol control 100; actives 0.78% (n = 330,000); AID 602340, 2012; rescue of ATP level, % at 7.49 µM;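 active = mean ATP rescue above about 67%, or every replicate alone reaching that limit, limit read from the data, passing the limit was not always enough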;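 note: myotubes were challenged with 10 µM simvastatin during compound exposure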
* hit, by the source's call; / = not tested or not shown; & = joins results of further samples.

SMILES	S100A4 MyoIIA	ERAP1 inh	XiGFP reactiv	Cneo AK release	PGC1a acetyl inh	LGR2 inh	SIRT5 inh	C2C12 statin
COc1ccc2[nH]c(C(=O)Nc3ccccc3Cl)cc2c1	2	-3	0.0	/	/	/	-4	/
CCC(C(=O)NC(C)(C)C)N(C(=O)Cn1nnc(-c2ccccc2F)n1)c1cnc2ccccc2c1 (stereo unspecified)	8	1	-0.1	/	1	18	-1	/
CCOC(=O)c1c(-c2ccccc2)oc2ccc(OCC(=O)NN)cc12	-1	3	0.3	-3	2	-1	6	1
CCCCn1c(Nc2ccc(OC)cc2)nc2ccccc21	-4	-3	0.1	-8	9	/	/	-9
Cc1ccccc1C(=O)Nc1ccccc1C(=O)N1CCC(C)CC1	1	0	0.0	0	0	-2	-2	3
C=CCC[C@H](Cc1ccc(F)cc1)C(=O)OC[C@H](Cc1c[nH]c2ccccc12)NC(=O)[C@@H](CC=C)CC(=O)N(CCO)Cc1ccccc1	7	-2	0.1	3	/	46	/	9
C[C@@H]1CCCCO[C@H](CN(C)Cc2ccc(C(=O)O)cc2)[C@H](C)CN([C@H](C)CO)C(=O)c2cc(NC(=O)Nc3cccc4ccccc34)ccc2O1	4	-1	-1.0	-6	0	-3	3	/
O=C(C(Cl)c1ccccc1)N1CCCC1 (stereo unspecified)	-3	0	0.1	0	-8	10	-5	17
Cc1nc(Cl)sc1C(=O)Nc1ccc(Cl)cc1	2	-1	0.0	5	-3	/	-5	1
CCOC(=O)N1CCN(C(=O)c2cc3cc(Cl)ccc3[nH]2)CC1	-5	1	-0.1	0	-1	-39	-3	6
CCCC(O)(c1ccc(OC)cc1)C(CN1CCOCC1)c1ccc(Cl)cc1 (stereo unspecified)	-3	-3	0.2	-2	-3	10	-1	62
Cc1nc(Cc2nnc(SCC(=O)N3c4ccccc4NC(=O)C3(C)C)o2)cs1	-1	4	0.1	1	2	7	/	-5
COCC(=O)N(C)C[C@@H]1Oc2ncc(C#CCC3CCCC3)cc2C(=O)N([C@H](C)CO)C[C@@H]1C	21	-5	-0.6	-1	7	18	3	6
O=C(Cc1ccccc1Cl)N1CCOCC1	-4	-1	0.0	1	1	-5	-3	-1
O=C(Nc1cccc(F)c1)N[C@@H]1CC[C@H](CCn2cc(Cc3ccccc3)nn2)O[C@H]1CO	4	-1	-0.3	1	-7	3	1	9
CCCCCCCNC(=O)C1(CC2CC(c3ccc(Cl)cc3)=NO2)CCN(C(=O)c2ccccc2)CC1 (stereo unspecified)	1	-2	0.0	-1	3	17	0	-110
COc1ccc(S(=O)(=O)N(CC(=O)Nc2ccc3c(c2)OCO3)c2ccccc2OC)cc1	/	/	/	5	-25	7	/	19
COC(=O)c1cccc(NC(=S)Nc2cc(Cl)ccc2OC)c1	-5	-1	0.0	/	-2	/	-3	/
Cc1cccc(/C=C2/SC(=O)N(Cc3ccccc3Cl)C2=O)n1	-1	-1	/	-2	/	4	1	-3
Cc1ccc(NC(=O)C2=CCN(S(=O)(=O)c3ccc(F)cc3)CC2)c(C)c1	0	/	-0.2	2	-9	6	/	8
O=C1NC[C@H](Cc2ccccc2)N(C[C@@H]2CCCN2C[C@H](Cc2ccccc2)N2C[C@H](Cc3ccccc3)N(CC3CCCCC3)C(=O)C2=O)C1=O	0	/	-0.1	-1	6	21	-4	7
O=C(CNC(=O)c1n[nH]c2ccccc12)Nc1ccc(F)c(F)c1F	-1	6	0.4	-1	0	-8	0	9
Cc1noc(C)c1NC(=O)Nc1ccc2c(c1)C(=O)N([C@@H](C)CO)C[C@@H](C)[C@@H](CN(C)S(=O)(=O)c1cccs1)OCCCC[C@@H](C)O2	52	-1	0.1	42	/	-12	13	-48
C[C@H](CO)N1C[C@H](C)[C@H](CN(C)C(=O)C2CC2)Oc2cc(-c3cncnc3)ccc2S1(=O)=O	/	/	-0.5	/	5	5	/	15
CC(OC(=O)CC1Sc2ccccc2NC1=O)C(=O)N(C)Cc1ccccc1 (stereo unspecified)	-1	0	0.1	0	7	-54	-1	-5

Going on with the list:
SMILES	S100A4 MyoIIA	ERAP1 inh	XiGFP reactiv	Cneo AK release	PGC1a acetyl inh	LGR2 inh	SIRT5 inh	C2C12 statin
COc1cc(/C=C/C(=O)/C=C(O)/C=C/c2ccc(O)c(OC)c2)ccc1O	-3	2	0.0	0	/	18	-2	140*
CCN(c1ccccc1)S(=O)(=O)c1ccc(OC)c(NC(=O)CN(C)C)c1	8	0	0.0	/	/	7	/	-10
Cc1ccc(N2C(=N)/C(=C3/Nc4ccccc4S3)C(c3ccccc3)C2=O)cc1 (stereo unspecified)	-1	-2	0.0	/	/	-63	-2	/
COc1cc(/C=N/N2C(=O)C3C4C=CC(CC4)C3C2=O)ccc1O (stereo unspecified)	-1	-5	0.0	/	-9	-4	-4	/
C[C@@H]1CCCCO[C@@H](CN(C)Cc2ccc3c(c2)OCO3)[C@@H](C)CN([C@H](C)CO)C(=O)c2cc(NC(=O)Nc3ccc(C(F)(F)F)cc3)ccc2O1	1	-2	0.3	7	5	6	4	/
CC(C)CCN1CCC(n2nccc2NC(=O)c2ccc3c(c2)OCO3)CC1	-8	0	0.1	-3	-3	-12	11	27
O=C(Nc1cc(F)ccc1F)N1CCN(c2ccnc3cc(Cl)ccc23)CC1	-4	-2	0.0	/	-11	20	0	/
C/C(=N\n1cnnc1)c1ccc(C#N)cc1	2	1	0.0	/	1	8	-1	/
Cc1ccc(N(C(=O)CNC(=O)c2ccco2)C(C(=O)NC2CCCC2)c2cccnc2)cc1 (stereo unspecified)	-6	5	0.0	-1	/	-1	1	-8
O=C(NCc1ccccc1)c1ccc(CN2CCC(Cc3ccccc3)CC2)cc1	-6	-5	-0.1	0	-13	-15	0	-17
CO[C@H]1CN(C)C(=O)c2cc(NC(=O)C3CCCC3)ccc2OC[C@@H](C)NC[C@H]1C	0&-7	0	-0.1&0.0&0.0	-4	/	-8&19	-3&-4	-6
Cc1cc(OC(=O)CNC(=O)OC(C)(C)C)c2c(C)cc(=O)oc2c1	-19	/	/	-2	-15	/	/	4
CCCn1c(=O)c2c(c3ccccc31)OC(C)C(=O)N2 (stereo unspecified)	/	/	/	0	2	-23	/	-3
O=C(Nc1ccc(N2CCN(C(=O)c3cccs3)CC2)cc1)c1ccc([N+](=O)[O-])o1	-3	4	3.5	1	/	13	-1	17
CO[C@H]1CN(C)C(=O)c2cc(NC(=O)c3ccno3)ccc2OC[C@H](C)N(S(C)(=O)=O)C[C@H]1C	0	/	0.1	-1	7	17	2	-11
COc1ccc(Nc2cc(Nc3ccc(OC)cc3)ncn2)cc1	-4	-1	0.0	-7	24	21	-2	8
CCc1ccccc1Nc1nc(N)nc(CSCC(=O)Nc2ccc(C)c(C)c2)n1	-2	7	0.0	2	10	-2	16*	/
Cc1cc(C)c(NC(=S)N(Cc2cccnc2)Cc2ccco2)c(C)c1	-3	0	0.0	-1	/	6	0	-1
COc1ccc(NC(=O)CSCC(=O)N(C)Cc2ccc(Cl)c(Cl)c2)cc1	-2	-3	0.0	1	6	/	-1	26
Cc1ccc(-c2ccc(CN3C(C(C)C)C(=O)N(Cc4cn(Cc5ccco5)nn4)CCS3(=O)=O)cc2)cc1 (stereo unspecified)	-3	-3	-0.1	-3	3	12	16*	3
CC(C)NC(=O)Nc1ccc2c(c1)C(=O)N([C@H](C)CO)C[C@H](C)[C@H](CN(C)C(=O)c1ccccc1)OCCCC[C@H](C)O2	-3	2	0.0	-8	-5	-6	-4	21
C[C@H]1CCCCO[C@H](CN(C)C(=O)Nc2ccc(C(F)(F)F)cc2)[C@@H](C)CN([C@@H](C)CO)C(=O)c2cc(NC(=O)NC3CCCCC3)ccc2O1	3	0	-0.1	57	12	12	1	/
CCCN1CCC(NC(=O)Nc2ccc(Br)cc2)CC1	-3	-1	0.1	-4	7	-9	-6	-1
COc1ccc(C/C(C)=N/NC(=O)c2ccc(C)cc2C)cc1	0	0	0.1	0	18	-13	0	-1
Cc1cc(CNC(=O)c2cccc([N+](=O)[O-])c2C)c2ccccc2n1	-4	2	0.0	1	15	20	-3	-13

Three entries from above, field by field:
C[C@@H]1CCCCO[C@@H](CN(C)Cc2ccc3c(c2)OCO3)[C@@H](C)CN([C@H](C)CO)C(=O)c2cc(NC(=O)Nc3ccc(C(F)(F)F)cc3)ccc2O1
  S100A4 MyoIIA: 1
  ERAP1 inh: -2
  XiGFP reactiv: 0.3
  Cneo AK release: 7
  PGC1a acetyl inh: 5
  LGR2 inh: 6
  SIRT5 inh: 4
  C2C12 statin: /
CC(C)CCN1CCC(n2nccc2NC(=O)c2ccc3c(c2)OCO3)CC1
  S100A4 MyoIIA: -8
  ERAP1 inh: 0
  XiGFP reactiv: 0.1
  Cneo AK release: -3
  PGC1a acetyl inh: -3
  LGR2 inh: -12
  SIRT5 inh: 11
  C2C12 statin: 27
O=C(Nc1cc(F)ccc1F)N1CCN(c2ccnc3cc(Cl)ccc23)CC1
  S100A4 MyoIIA: -4
  ERAP1 inh: -2
  XiGFP reactiv: 0.0
  Cneo AK release: /
  PGC1a acetyl inh: -11
  LGR2 inh: 20
  SIRT5 inh: 0
  C2C12 statin: /

(further entries)
SMILES	S100A4 MyoIIA	ERAP1 inh	XiGFP reactiv	Cneo AK release	PGC1a acetyl inh	LGR2 inh	SIRT5 inh	C2C12 statin
COc1cccc(Nc2ccc(N3CCCCC3)cc2)c1OC	0	-4	0.0	-5	-1	/	0	-19
C[C@@H]1CN([C@@H](C)CO)C(=O)CCCn2cc(nn2)CO[C@H]1CN(C)S(=O)(=O)c1ccccc1F	0&8&-10	0&-2&1	0.2&-0.3	-2&1	16&7&-3	-14&-10	-3&-3&-1	1&-8&-4
Cc1cc(C)cc(Cn2c3ccc(NC(=S)NC4CCCCC4)cc3c(=O)n2C)c1	-6	-1	-0.1	0	1	-2	-7	0
C[C@@H]1CCCCO[C@@H](CN(C)Cc2ccc(C(F)(F)F)cc2)[C@H](C)CN([C@H](C)CO)C(=O)c2cc(NC(=O)C3CCCCC3)ccc2O1	/	/	0.2	5	-2	20	/	/
Cc1ccc(NC(=O)COC(=O)c2ccc(C)c(S(=O)(=O)N3CCOCC3)c2)cc1	-1	1	0.0	-1	/	-8	-3	-3
Cn1c(/C(C#N)=C(\O)c2ccccc2Cl)nc2ccccc21	0	/	0.0	/	/	11	13	/
CN(C)c1cc[n+](CC(=O)Nc2ccc(Cl)cc2)cc1	-7	4	0.1	2	/	0	-4	-38
COc1ccccc1-n1c(SCC(=O)NCC2CCCO2)nc2c([nH]c3ccccc32)c1=O (stereo unspecified)	24	0	0.2	1	-1	-3	-5	-1
Cc1onc(C(=O)Nc2cccc(C(F)(F)F)c2)c1[N+](=O)[O-]	-2	-1	0.0	-3	/	-7	0	-6
COc1cccc(NC(=O)CCNC(=O)C2CCN(S(=O)(=O)c3ccc(F)cc3)CC2)c1	8	-3	0.0	8	12	-20	-4	3
Cc1noc(C)c1S(=O)(=O)Nc1ccc2c(c1)C(=O)N([C@@H](C)CO)C[C@H](C)[C@H](CN(C)S(=O)(=O)c1ccc(F)cc1)O2	4	3	0.2	/	11	21	-8	-6

Not all compounds are listed. The share of hits here may be higher or lower than overall.
